# Compound activity (PubChem BioAssay)
# ERK EGF inh – EGF-driven ERK pathway inhibition; HEK293-V1b, EGF-stimulated phospho-ERK AlphaScreen; Potency, µM (doses to about 11.5 µM), for inactives: at the top dose activity change, negative = inhibition, hits mostly inhibitors; 130,000 compounds, 0.41% hits; AID 1454; active = well fitted inhibition curve with a large enough effect; inconclusive = small, poorly fitted or top-dose-only effect, or effect the other way;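 also: plate controls were stimulated vehicle wells for no effect and unstimulated vehicle basal for full effect; nearly all actives have a fitted effect of over 55% in size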
#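 Readout: AlphaScreen signal for phosphorylated ERK in lysed HEK293 cells stably expressing V1b. Stimulus 25 nM EGF, 5 min, following 30 min compound exposure. Data scaled to DMSO basal and full EGF activation.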
# * marks the source's active call; other numbers are inactive results; u = inconclusive; [ ] = remark or other dose. Potency is read from the fitted curve at half-maximal effect. These rows are one share of the data. The share of hits here may be higher or lower than overall.
SMILES	ERK EGF inh
CCOc1ccccc1N1CCN(C(=O)c2csc(C)c2CC)CC1	-1%
CC1=C(CC(=O)O)c2cc(F)ccc2/C1=C\c1ccc(S(C)(=O)=O)cc1	0%
CC(C)OP(=O)(c1ccc(N(C)C)cc1)C(O)c1cccnc1 (stereo not drawn)	-9%[57.5 µM]
CC1=C(C(=O)Nc2ccccc2F)C(c2ccsc2)C2=C(CC(C)(C)CC2=O)N1 (stereo not drawn)	-11%
O=C(c1cccnc1)n1nc(NCc2ccccc2)nc1NCc1ccccc1	2%
CCN(C(=O)COC(=O)c1cc(NS(=O)(=O)c2ccc(Cl)c([N+](=O)[O-])c2)ccc1O)C1CCCCC1	0%
NS(=O)(=O)c1ccc(CCNC(=O)C2CCC(CNS(=O)(=O)c3ccc(Br)s3)CC2)cc1 (stereo not drawn)	4%
COc1cccc(NC(=O)c2ccccc2-c2ccccc2)c1	0%

# Next records.
SMILES	ERK EGF inh
Cc1ccc(C2N(c3ccccc3)C(=O)N3CCCN23)cc1 (stereo not drawn)	u
COc1cc(CNc2ccc(O)cc2)cc(Br)c1OCc1ccccc1F	5%
COc1ccc(OC)c(NC(=O)N[C@H](Cc2ccccc2)C(=O)NN)c1	2%[57.5 µM]
O=C(NN1C(=O)CSC1=S)C(=O)NN1C(=O)CSC1=S	3%
CCCNC(=O)COC(=O)CCC(=O)c1cccs1	0%
O=C(c1cccs1)N1CCN=C1SCc1ccc(F)cc1	9%[57.5 µM]
NC(=O)CSc1nnc(-c2cnccn2)n1Cc1ccco1	8%[57.5 µM]
COc1ccc(/C=C/C(=O)NC(=S)Nc2cc([N+](=O)[O-])ccc2O)cc1OC	0%

# Next section:
SMILES	ERK EGF inh
COc1cccc(CC2(CO)CCCN(Cc3ccc(CO)o3)C2)c1 (stereo not drawn)	12%
O=c1c(-c2cccs2)nc2cnc(Oc3cccc(Cl)c3)nc2n1C1CC1	-3%
CCC(=O)Nc1ccc2ccccc2c1	11%
COc1ccc(CCNC(=O)CCN2C(=O)C3CC=CCC3C2=O)cc1OC (stereo not drawn)	11%
COC(=O)c1ccc(C2/C(=C(\O)c3cccc(OC)c3)C(=O)C(=O)N2CCCN(C)C)cc1 (stereo not drawn)	-6%
CCCN(CCC)CCCNC(=O)c1cc2c(=O)[nH]c3ccccc3c2n1C	-7%
CCSc1nnc(Cn2c(=O)sc3ccccc32)n1-c1ccccc1C	-5%
CN1CCN(c2ccc(NC(=O)CN3CCOCC3)cc2F)CC1	4%

# Additional results
SMILES	ERK EGF inh
CCC/C=N/NC(=O)c1[nH]c2c([N+](=O)[O-])cccc2c1C	5%
C#Cc1ccc([C@@H]2C=C(C(=O)N3CCN(Cc4ccc5c(c4)OCO5)CC3)O[C@H](OCCCCO)C2)cc1	3%[57.5 µM]
COc1ccc(CC(NC(C)=O)C(=O)N2CCN(C(=O)Nc3cccc(F)c3)CC2)cc1OC (stereo not drawn)	-1%
Cc1ccc(NC(=O)Cn2nnc3ccccc3c2=O)cc1	-1%
CCc1c(C)nc2ncnn2c1NCCc1ccc(Cl)cc1	0%
COC(=O)c1ccc(Nc2nnc(-c3ccc(C)c(S(=O)(=O)NCC4CCCO4)c3)c3ccccc23)cc1 (stereo not drawn)	-6%
CC1CCCC(C)N1S(=O)(=O)c1ccc(S(=O)(=O)NCCc2ccncc2)cc1 (stereo not drawn)	0%
Cc1c(NC(=O)C(=O)/C=C(\O)c2ccc(Br)cc2)c(=O)n(-c2ccccc2)n1C	4%

# Following part:
SMILES	ERK EGF inh
O=C(CSCc1ccc([N+](=O)[O-])cc1)N/N=C/c1cccnc1	8%
CCOC(=O)c1cc([N+](=O)[O-])c([N+](=O)[O-])cc1NC(C)=O	-12%
COc1ccc(OC)c(NC(=O)N2CCCC(C)C2)c1 (stereo not drawn)	-4%[57.5 µM]
CCN(CC)S(=O)(=O)c1cccc(C(=O)OCC(=O)c2ccc3c(c2)OCCO3)c1	-2%
O=C(CNC(=O)c1cccc(Br)c1)N/N=C/c1cn[nH]c1-c1ccccc1	-1%
Nc1nc(SCC(=O)NC2CCCC2)[nH]c(=O)c1NC(=O)c1cccs1	-4%[57.5 µM]
CC(C)C(=O)Nc1cccc(-c2csc(-c3ccccc3)n2)c1	14%
Cc1cc(NC(=S)NC(=O)/C=C/c2ccc(S(=O)(=O)N3CCOCC3)cc2)ccc1Br	1%

# The listing continues.
SMILES	ERK EGF inh
CCC1=NN(C(=O)Cc2ccccc2)C(O)(c2ccncc2)C1 (stereo not drawn)	-9%
Cn1cccc1C(=O)OCC(=O)N1c2ccccc2NC(=O)C1(C)C	3%
O=C(N/N=C/c1cccnc1)c1ccc2c(c1)OCCO2	6%
COc1ccc(N=Nc2cc(C)c(O)c(CN3CCCCC3)c2)cc1	u
CCS(=O)(=O)CCn1c([N+](=O)[O-])cnc1C	-6%[57.5 µM]
O=C(COc1ccc2ccc(=O)oc2c1)N1CCN(c2ccccc2)CC1	0%
CCN(CC)c1cc(C)c(C#N)c2nc3ccccc3n12	7%[57.5 µM]
O=C(O)CNS(=O)(=O)Cc1ccccc1	-11%[57.5 µM]

# (continued)
SMILES	ERK EGF inh
O=C(CCNC(=O)c1ccc([N+](=O)[O-])cc1)Nc1cccc(S(=O)(=O)N2CCCCC2)c1	3%[57.5 µM]
CC(Oc1cccc2cccnc12)C(=O)N/N=C/c1ccccc1 (stereo not drawn)	-4%
Cc1cccc(C)c1NC(=O)NNC(=O)c1cc(C(C)(C)C)nn1Cc1ccccc1	-3%[57.5 µM]
COc1ccc(-c2nn(-c3ccccc3)cc2/C=C/C(=O)O)cc1[N+](=O)[O-]	-1%[57.5 µM]
Cc1cc(NC(=S)N(CCN2CCCCC2)Cc2ccco2)ccc1Cl	25%
COc1ccc(C(C)C)cc1S(=O)(=O)n1ccnc1C	2%
COc1cc(/C=C/C(=O)NCCN2CCOCC2)cc(OC)c1OC	-3%
Cc1ccc(CNC(=O)CCCN2C(=S)NC(C)(C)CC2C)cc1 (stereo not drawn)	2%

# More structures.
SMILES	ERK EGF inh
CCCN1C(=O)/C(=N\OCC(=O)Nc2ccc(C(C)C)cc2)c2ccccc21	-9%
COc1ccccc1NS(=O)(=O)c1ccc(N/N=C/c2c(C)nn(-c3ccccc3)c2N2CCCC2)c([N+](=O)[O-])c1	13µM*
O=C(Cc1ccc(F)cc1)Nc1ccccc1Sc1ccccc1	u
CCOc1ccc(C(NC(C)=O)c2ccc(OC)c(OC)c2)cc1 (stereo not drawn)	2%[57.5 µM]
O=C(Nc1cccc(F)c1)N1C2CCC1CC(O)(c1cccnc1)C2 (stereo not drawn)	5%
Cn1nc(C(C)(C)C)cc1NC(=O)Nc1ccc(F)cc1F	10%[57.5 µM]
Cc1cc(CNC(=O)COc2ccc(F)cc2F)c2ccccc2n1	8%
Cc1c(C(=O)O)sc2nc3n(c(=O)c12)CCC(C)CC3 (stereo not drawn)	9%

# Laid out differently: four of the compounds above.
O=C(CSCc1ccc([N+](=O)[O-])cc1)N/N=C/c1cccnc1
  ERK EGF inh: 8%
COC(=O)c1ccc(C2/C(=C(\O)c3cccc(OC)c3)C(=O)C(=O)N2CCCN(C)C)cc1 (stereo not drawn)
  ERK EGF inh: -6%
O=C(COc1ccc2ccc(=O)oc2c1)N1CCN(c2ccccc2)CC1
  ERK EGF inh: 0%
COc1ccc(N=Nc2cc(C)c(O)c(CN3CCCCC3)c2)cc1
  ERK EGF inh: u

# Carrying on.
SMILES	ERK EGF inh
CC(=O)N/C(=C\c1ccc(F)cc1)C(=O)N(C)C	-1%
CCC1=Nc2cc(C(=O)O)ccc2Sc2ccccc21	5%
CC(NC(=O)c1ccccc1NC(=O)c1ccncc1)c1ccccc1 (stereo not drawn)	-4%
O=c1oc2ccccc2cc1-c1nc2c(s1)CCc1ccccc1-2	5%
Cc1oc(C(C)(C)C)cc1C(=O)N1CCN(c2ncccc2C(F)(F)F)CC1	-4%[57.5 µM]
Cc1sc2nc(CN3CCOCC3)[nH]c(=S)c2c1C	-8%
N#Cc1cc2c(=O)n3ccccc3nc2n(Cc2ccco2)c1=NC(=O)c1ccco1	3%
COc1ccc(NC(=O)c2ccccc2N(Cc2ccccc2)S(C)(=O)=O)cc1	5%

# Next section:
SMILES	ERK EGF inh
COCCN1CCCC(CNCc2cn(C)nc2-c2ccc(Oc3ccccc3)cc2)C1 (stereo not drawn)	-2%
NS(=O)(=O)c1cc2c(cc1Cl)N[C@@H]([C@@H]1C[C@@H]3C=C[C@H]1C3)NS2(=O)=O	-9%
Cc1ccccc1Nc1nc(N)nc(COC(=O)/C=C/c2ccco2)n1	0%
CCCCCc1ccc(S(=O)(=O)Nc2cc(C)ccn2)cc1	-8%[57.5 µM]
O=S(=O)(NC1CCCCC1)c1ccc(N2CCOCC2)nc1	-4%[57.5 µM]
CCCCCNC(=O)c1ccc2c(=O)n(CCCOCC)c(=S)[nH]c2c1	-1%
CCOc1ccc(CNCc2ccccc2Cl)cc1	-2%
COC(=O)c1cc([N+](=O)[O-])c(-n2ccnc2)c([N+](=O)[O-])c1	8%

# Grouped by structure: the entries above with a cyano group.
SMILES	ERK EGF inh
CCN(CC)c1cc(C)c(C#N)c2nc3ccccc3n12	7%[57.5 µM]
N#Cc1cc2c(=O)n3ccccc3nc2n(Cc2ccco2)c1=NC(=O)c1ccco1	3%

# The listing continues.
SMILES	ERK EGF inh
CC12C=C(/C=C/CCc3ccco3)C(C)(C1)[C@H](CCc1ccco1)CC2=O (stereo partly drawn)	-3%
CC(=O)c1ccc(Sc2ccccc2N)c([N+](=O)[O-])c1	3%[57.5 µM]
OC(CN1CCc2ccccc2C1)c1ccccc1 (stereo not drawn)	-9%
COc1cccc(Nc2ncc3nc(C)c(=O)n(CCC#N)c3n2)c1	20%
COc1cc(/C=C2\SC(=Nc3cccnc3)NC2=O)cc(OC)c1OC	10%[57.5 µM]
Cn1c(CSCc2ccc(F)cc2)nnc1SCC(=O)Nc1cccc(C(=O)O)c1	3%[57.5 µM]
CC1CCCN(C(=O)COc2ccc(Nc3ccccc3)cc2)C1 (stereo not drawn)	8%
CCN1CCN(Cc2ccc(NC(=O)c3ccc(C)c(NC(=O)c4ccnnc4)c3)cc2C(F)(F)F)CC1	7%[57.5 µM]

# The listing continues.
SMILES	ERK EGF inh
Oc1ccc(N2CCN(C(c3ccccn3)c3nnnn3C3CCCC3)CC2)cc1 (stereo not drawn)	2%
O=C(NC1CCCCC1)NC1(C(=O)N2CCN3CCCC3C2)CCCCC1 (stereo not drawn)	-5%
COc1ccc(COCC(O)CN2CCC(C(N)=O)CC2)cc1 (stereo not drawn)	3%[57.5 µM]
CN1CCN(C(=O)C2=C[C@@H](c3ccc4c(c3)OCO4)C[C@@H](OCc3ccc(CO)cc3)O2)CC1	4%[57.5 µM]
O=[N+]([O-])c1ccc(CN2CCOCCOCCOCC2)cc1	3%
O=C(c1ccc2c(c1)OCO2)N1CCC(Cc2ccccc2)CC1	9%[57.5 µM]
O=C(O)CCNS(=O)(=O)c1ccccc1C(F)(F)F	4%
C=C1CCN([C@@H](C)C(=O)NCCCCCC)S(=O)(=O)c2ccccc21	-2%[57.5 µM]

# More results follow:
SMILES	ERK EGF inh
CCn1c(Nc2ccccc2Cl)nc2ccccc21	-1%
CC(C)(O)C#Cc1ccc(CN2CCN(Cc3ccccc3)C(CCO)C2)s1 (stereo not drawn)	-16%[57.5 µM]
O=C(N/N=C/c1ccc(-c2cccc([N+](=O)[O-])c2)o1)c1ccc([N+](=O)[O-])cc1	u
CC(C)(C)C(=O)NC(NC(=O)C(C)(C)C)c1ccc([N+](=O)[O-])cc1	-6%
N#Cc1nnn(-c2ccc(Cl)cc2)c1N	-2%[57.5 µM]
O=C(COc1ccccc1)Nc1nccs1	5%
CCOC(=O)C1(Cc2ccc(Cl)cc2)CCN(Cc2cnc(N)nc2)CC1	-6%[57.5 µM]
COc1ccc(NC(=O)COC(=O)CNS(=O)(=O)c2ccc(F)c(F)c2F)cc1OC	10%

# Additional records follow:
SMILES	ERK EGF inh
CCOC(=O)CCNCc1ccc(OC)c(OC)c1	-1%[57.5 µM]
Cc1cccc(N=c2c([N+](=O)[O-])nn(-c3ccc(Cl)cc3)n2O)c1	u
O=C(NCc1ccc(-c2csnn2)cc1)C1CC1	-3%[57.5 µM]
O=C(CSc1nnc(CNc2cccc(C(F)(F)F)c2)n1Cc1ccco1)NCc1ccco1	1%
Nc1nnc(SCC(=O)Nc2ccc(Cl)c(C(=O)O)c2)s1	2%[57.5 µM]
O=C(CC1NCCN(Cc2ccccc2)C1=O)Nc1ccc(Cl)cc1 (stereo not drawn)	-11%[57.5 µM]
CN1CCN(C(=O)CCc2nc3ccccc3n2-c2ccccc2)CC1	0%
Cc1ccc(C)c2[nH]c(=O)c(CN(Cc3cccs3)C(=S)NCc3ccco3)cc12	8%

# With a hit mark in ERK EGF inh, of those listed so far:
SMILES	ERK EGF inh
COc1ccccc1NS(=O)(=O)c1ccc(N/N=C/c2c(C)nn(-c3ccccc3)c2N2CCCC2)c([N+](=O)[O-])c1	13µM*

# More structures
SMILES	ERK EGF inh
Cc1ccc(/C=N/NC(=O)C2(O)c3ccccc3-c3ccccc32)o1	-4%
O=C(CNC(=O)c1cccc(F)c1)OCC(=O)N1CCCc2ccccc21	26%
CCn1c(CSc2nc(C)cc(C)n2)nnc1SCC(N)=O	9%
Cc1ccc(CN2CCN(/N=C/c3cccnc3)CC2)cc1	8%
O=C(NCc1ccco1)C(c1ccc(F)cc1)N(C(=O)Cc1cccs1)c1cccnc1 (stereo not drawn)	2%
Cn1c(NNC(=O)CCC2CCCCC2)cc(=O)n(C)c1=O	4%
COc1cc(NC(=O)c2cc(-c3cccnc3)nc3ccc(Br)cc23)cc(OC)c1	-6%
COc1ccc(C(=O)OCC(=O)NCCCc2ccccc2)cc1[N+](=O)[O-]	0%
